Assay outcomes: PubChem BioAssay, The Scripps Research Institute Molecular Screening Center
HGIII-sPLA2 inh: Blocks human group III sPLA2 activity. Q9NZ20. QFRET BODIPY PC-A2 liposome hydrolysis, fluorescence. inhibition, % at 12.2 µM. 370,000 compounds, 0.56% hits;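 active means inhibition above mean plus 3 SD of compounds lying within the high and low control bounds, cut at about 19% in these data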;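 further: 0% = median of test compound wells and 100% = no enzyme DMSO wells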
FXN GAA850 act: activators of GAA850 frataxin (FXN) promoter | AID 540364 | 360,000 compounds, 0.56% hits | activation, % at 6 µM | HEK293 lucGAA850 FXN promoter luciferase reporter, 24 h; percent of 10 µM SAHA response;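 active means activation above the average of all compounds screened plus 3 SD, cutoff fixed separately per campaign, cut at about 7.5% in these data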;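 further: 0% = DMSO wells and 100% = 10 µM SAHA wells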
hgDAF-12 ag: activates the H. glycines DAF-12 receptor ligand-binding domain; activation, % at 6.8 µM; AID 687014; HEK293 GAL4-hgDAF12 UAS-luciferase reporter, agonist luminescence; normalized to butyrate control; 370,000 compounds, 1.8% hits;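 active means activation above a cutoff set at the mean of all screened compounds plus 3 SD, cut at about 10% in these data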;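 further: 0% = DMSO wells and 100% = sodium butyrate wells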
hcDAF-12 act: activates DAF-12 receptor from parasite H. contortus | HEK293 hcDAF-12 lit1-tk-luc reporter, luminescence; 0% DMSO, 100% Δ7-dafachronic acid | activation, % at 6.8 µM | 370,000 compounds, 1.4% hits;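 active means activation above the mean of all tested compounds plus 3 SD, cut at about 5.5% in these data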;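 further: 100% = response to 3 µM Δ7-dafachronic acid high control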
ADAM10 inh: inhibitors of human ADAM10; recombinant ADAM10, EDANS/DABCYL FRET peptide cleavage, 3 h; inhibition, % at 7 µM; 370,000 compounds, 0.62% hits;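 active means inhibition above a per-campaign cutoff equal to the mean of compounds falling between control-based bounds plus 3 SD, cut at about 20% in these data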;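 further: 0% = DMSO wells while the 100% control is not disclosed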
Target sequence (O14672 214-748 limits assumed): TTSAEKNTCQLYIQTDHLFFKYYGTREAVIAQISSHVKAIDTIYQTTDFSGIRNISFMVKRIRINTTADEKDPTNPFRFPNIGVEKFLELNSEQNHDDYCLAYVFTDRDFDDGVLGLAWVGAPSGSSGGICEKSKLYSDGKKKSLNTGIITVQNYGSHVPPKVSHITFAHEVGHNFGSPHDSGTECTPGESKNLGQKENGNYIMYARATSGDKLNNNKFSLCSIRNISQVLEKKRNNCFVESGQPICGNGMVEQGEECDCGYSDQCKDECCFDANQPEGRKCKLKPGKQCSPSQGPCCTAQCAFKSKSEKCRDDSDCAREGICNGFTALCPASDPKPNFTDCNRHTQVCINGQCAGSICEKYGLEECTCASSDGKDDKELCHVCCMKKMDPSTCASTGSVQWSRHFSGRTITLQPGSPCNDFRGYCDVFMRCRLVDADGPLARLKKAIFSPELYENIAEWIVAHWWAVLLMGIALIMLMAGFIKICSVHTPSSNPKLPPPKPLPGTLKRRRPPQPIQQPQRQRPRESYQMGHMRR
PLCg1 inh: inhibitors of human phospholipase C gamma1; inhibition, % at 12.2 µM; purified PLC-gamma1, fluorogenic substrate, fluorescence; 370,000 compounds, 0.84% hits; P19174; AID 720700; in the data active means inhibition above about 9.5%
ADAM17 inh: inhibits human ADAM17 | P78536 | recombinant ADAM17, EDANS/DABCYL FRET peptide cleavage | inhibition, % at 6.95 µM | 370,000 compounds, 0.83% hits | AID 720648;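 active means inhibition above the mean of compounds lying between control limits plus 3 SD, set per campaign, cut at about 8.5% in these data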;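 further: 0% = DMSO-only wells as the low control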
ssDAF12 agonist: S. stercoralis DAF-12 activation, primary screen | 370,000 compounds, 1% hits | HEK293 ssDAF-12/GRIP1 lit1-tk-luc reporter, luminescence; % of 3 µM dafachronic acid response | activation, % at 6.8 µM;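 active means activation above the mean over all tested compounds plus 3 SD, cut at about 0.9% in these data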;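 further: 0% = DMSO-only wells and 100% = 3 µM delta7-dafachronic acid wells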
PLC-beta3 inh: PLC-beta3 (human) inhibition, primary screen; Q01970; Purified PLC-beta3, fluorogenic substrate, fluorescence; inhibition, % at 12.2 µM; 370,000 compounds, 0.18% hits; AID 720704; in the data active means inhibition above about 11%;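 further: 0% = median of compound wells on plate and 100% = full blocker control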
DAX1 inh-1: NR0B1 (DAX1) inhibition; HEK293 Gal4-DAX1 luciferase reporter, luminescence; inhibition, % at 6.75 µM; 340,000 compounds, 0.99% hits; AID 504766;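 active means inhibition above the mean over all tested compounds plus 3 SD, cut at about 4.2% in these data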;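 further: 0% = DAX1-transfected cells with DMSO and 100% = empty-vector control cells with DMSO; inhibition shows as a rise in luminescence from relieved DAX1 repression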
Target sequence (P51843 207-470 limits assumed): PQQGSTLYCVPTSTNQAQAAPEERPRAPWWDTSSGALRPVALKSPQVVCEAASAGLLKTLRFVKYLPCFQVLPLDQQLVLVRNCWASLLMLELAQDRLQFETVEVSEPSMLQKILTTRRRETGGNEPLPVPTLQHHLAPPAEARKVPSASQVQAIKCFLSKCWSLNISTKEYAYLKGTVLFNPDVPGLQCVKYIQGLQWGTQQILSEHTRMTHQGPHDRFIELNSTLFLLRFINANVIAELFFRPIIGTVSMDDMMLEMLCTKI
DAX1 inh-2: blocks DAX1 repression of SF-1 activated StAR promoter; HEK293T StAR-luciferase reporter, SF-1/DAX-1 repression relief; inhibition, % at 6.8 µM; 370,000 compounds, 1.1% hits; AID 652010;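 active means inhibition above the mean over all tested compounds plus 3 SD, cut at about 3.6% in these data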;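 further: 0% = DAX-1 cells with DMSO and 100% = cells lacking DAX-1 with DMSO; higher inhibition means more luminescence from relief of DAX-1 repression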
Starred values were filed as active, the others as inactive; i = inactive; nt = no result given. Not a hit list. Share with any hit: about 6.9%.

SMILES	HGIII-sPLA2 inh	FXN GAA850 act	hgDAF-12 ag	hcDAF-12 act	ADAM10 inh	PLCg1 inh	ADAM17 inh	ssDAF12 agonist	PLC-beta3 inh	DAX1 inh-1	DAX1 inh-2
COc1ccc(OC)c(/C=C(\C)C(=O)c2c(C)cc(C)[nH]c2=O)c1	-2	0.1	0.2	0.2	1	-4	-1	0.0	-5	1.8	0.0
O=C(c1ccc2[nH]c(=O)c(=O)[nH]c2c1)N1CCc2ccccc2C1	4	0.0	-0.6	2.0	-173	-72	-49	-1.4	-117	1.4	-0.4
Cc1ccc(C(=O)CSc2nnnn2-c2ccccc2)o1	-52	3.1	4.0	-0.5	9	11*	8	-0.8	-1	1.9	0.1
Nc1c(C(=O)NCCN2CCOCC2)c2nc3ccccc3nc2n1-c1cccc(F)c1	-10	-3.5	-0.8	0.0	i	i	i	-1.4	i	-0.1	-0.2
CC1(C)SC(C)(C)N(C=O)C1C(=O)O (configuration not stated)	8	1.6	2.0	-1.6	-24	5	-1	-0.9	8	0.4	-0.3
C#CCN(C[C@@H]1[C@@H](OC(=O)NC2CCCC2)[C@@H](OC(=O)NC2CCCC2)Cn2c(=O)ccc(=O)n21)S(=O)(=O)c1ccc(C)cc1	-5	-2.6	-14	-4.5	3	1	-1	-1.6	-1	-3.0	-2.7
C[C@]12CS(=O)(=O)C[C@H]1SC(=S)N2c1ccccc1	4	0.4	-0.2	-1.8	2	1	-7	-0.6	-6	1.8	-0.5
CCOc1ccc(NC(=O)CN(C)C(=O)c2cc(S(=O)(=O)N3CCCCCC3)ccc2OC)cc1OCC	-3	0.9	1.1	-1.1	-6	-1	3	0.4	2	0.0	3.9*
Nn1c(SCC(=O)Nc2ccc3c(c2)OCO3)nnc1-c1ccccc1	-3	-0.8	0.3	-1.0	-3	-2	-2	-1.7	-3	0.4	-0.8
O=C(c1ccc(NS(=O)(=O)c2ccc(F)cc2)cc1)N1CCCCC1	-11	1.1	-1.6	-0.3	2	2	5	-1.5	-2	0.2	0.9
O=C(N/C(=C\c1cccnc1)C(=O)N1CCC(O)CC1)c1ccccc1	14	-0.1	-1.9	-1.4	2	1	-2	-0.4	-9	-0.1	0.1
O=C1C=C(c2ccc(Br)c3ccccc23)C[C@@H](c2ccc3c(c2)OCO3)C1	4	3.2	-1.2	-0.2	4	-4	3	-1.6	-1	-0.2	0.5
CN(Cc1ccccn1)C(=O)c1ccc2nc(Cc3cccc(Cl)c3)oc2c1	-35	-0.7	-0.9	-1.8	0	1	-2	-1.3	-6	-0.3	-1.3
COC(=O)C(NC(=O)c1ccccc1)C(C)(C)SCc1ccccc1 (configuration not stated)	-6	0.8	0.0	-1.5	-8	0	-2	-1.0	0	1.3	-0.4
O=C1Nc2ccccc2/C1=C/c1ccc([N+](=O)[O-])cc1	6	-0.3	-2.3	-3.1	-3	4	-2	-1.0	-7	-1.3	-0.7
COc1ccc(OCCNC(=O)c2ccccc2Cl)cc1	4	0.1	1.8	-0.7	-2	1	-4	-0.4	-2	-0.9	0.1
C=CCn1c(NCc2ccccc2OC)nc2ccccc21	-1	-0.3	0.8	1.0	4	-1	0	-1.1	-5	3.3	0.2
CCOC(=O)N1CCN(C(=O)C[C@@H]2C[C@@]3(C(=O)OC)CC(C)(C)CC=C3N(Cc3ccco3)C2=O)CC1	-10	nt	-2.5	-2.0	0	0	0	-1.2	2	nt	1.2
O=C(CN(C(=O)c1csnn1)c1ccc(Cl)cc1)NCc1ccc2c(c1)OCO2	-2	1.3	2.2	-0.1	-3	0	1	-0.9	-2	-0.7	-0.1
OCCC1CN(CC2CC2)CCN1Cc1ccc(F)c(F)c1 (configuration not stated)	-4	0.3	-0.9	0.4	11	3	-1	-0.2	-2	1.3	0.2
CCOC(=O)c1ccc2c(c1)[nH]c(=S)n2CC	7	4.2	8.6	0.9	1	-1	-1	-1.3	0	1.1	0.3
O=C1N=C(N2CCOCC2)S/C1=C1\C(=O)N(Cc2ccccc2)c2ccccc21	1	2.7	3.6	0.5	3	0	-1	-1.2	3	4.4*	-0.1
CCCc1nc2nc(C)c(NS(=O)(=O)c3ccc(Cl)cc3)c(=O)n2[nH]1	-1	0.4	0.5	0.4	-8	4	4	-1.4	4	-1.0	0.2
CN(Cc1ccccc1)C(=O)CN1C(=O)NC2(CCCCCCC2)C1=O	1	-0.1	-1.5	0.5	5	13*	8.8*	-0.8	0	1.0	1.4
Cc1ccc(C(=O)NCC(C)NC(=O)c2ccc(C)c(C)c2)cc1C (configuration not stated)	0	-0.1	-2.4	-0.8	11	4	3	-1.9	-5	0.9	-0.2
COc1ccc(S(=O)(=O)NC(C)C(=O)NCc2ccccn2)cc1OC (configuration not stated)	1	1.7	-1.2	-1.5	-5	1	-5	-1.0	-3	0.8	0.1
O=C(c1nc2ccccn2c1CNCCCn1ncc2ccccc21)N1CCCC1	3	-1.2	-0.7	-0.9	-6	-1	-3	-0.7	-1	-0.7	-0.2
O=C(COC(=O)/C=C/c1ccccc1)NCc1cccs1	1	0.4	2.0	-0.5	-8	1	0	-0.9	-7	0.6	1.3
COc1cccc(C=Nc2cccc3c(=O)[nH][nH]c(=O)c23)c1O	0	2.4	3.7	0.3	-23	-26	-9	-0.4	-27	-1.9	0.7
COc1cccc(NC(=O)CN(C)CC(=O)Nc2ccc(C)c(S(=O)(=O)N3CCOCC3)c2)c1	-4	-0.4	-3.1	-1.0	-12	2	-1	-1.6	0	-1.4	-2.8
CN(C)c1ccc(CNS(=O)(=O)c2csc(C(N)=O)c2)cc1	4	1.5	1.4	0.1	-2	-2	1	-1.2	-1	-0.7	-2.8
Cc1cccc(/C=N/n2c(-c3ccco3)n[nH]c2=S)c1	16	0.6	-0.9	1.4	-1	-2	-4	-1.0	-7	1.3	-0.1
Fc1cccc(NC(=S)NCc2cccnc2)c1	-2	1.5	0.7	-0.9	-1	-1	3	-1.9	-1	-0.1	0.5
CCN1CCN(C(=O)C2CCC(CNS(=O)(=O)c3ccccc3)CC2)CC1 (configuration not stated)	2	2.0	0.1	-1.6	3	2	0	-1.6	2	0.4	-0.2
Cc1ccc(O)c(C(=O)c2cnc3c(c2)c(=O)n(C)c(=O)n3C)c1	5	1.6	-0.1	-1.1	-9	-1	-2	-0.1	0	nt	-0.1
CC(C)CC(=O)Nc1cccc(-c2nc3ncccc3o2)c1	0	-1.5	-0.7	0.4	-40	-4	-15	-0.9	-14	0.0	0.1
Oc1ccccc1-c1cnc2cccnn12	8	0.1	7.5	-1.7	-41	-97	-10	-1.8	-141	nt	1.6
N=c1ncn(C2OC(CO)C(O)C2O)c2nc(Br)[nH]c12 (configuration not stated)	2	2.6	-2.4	0.0	-5	-1	1	-1.0	-2	1.0	0.8
O=C(NCCCO)/C(=C\c1ccco1)NC(=O)c1ccc(Br)o1	0	1.1	-0.4	1.9	-1	-10	-1	-1.2	-10	1.0	0.3
COc1ccccc1NS(=O)(=O)c1ccc(NC(=O)c2ccncc2)cc1	-11	3.3	-1.5	-2.8	-1	-1	-2	-2.2	-46	-1.8	-1.8
O=C(Cn1c(=O)n(-c2ccc(F)cc2)c(=O)c2sccc21)NC1CCCCC1	4	2.3	5.2	4.4	-6	2	-4	0.6	-8	0.5	0.1
Cc1cccc(-n2nnnc2SC(C)C(=O)NCCC2=CCCCC2)c1 (configuration not stated)	-3	-0.8	1.7	-2.0	16	5	0	-1.1	0	-0.8	-0.3
CN(C)c1ccc(NC(=O)CN2CCN(c3ccc(F)cc3)CC2)cc1	8	0.5	-1.5	-2.4	-4	-1	-3	-0.8	-8	-0.4	0.0
CCc1ccc(N(C(=O)CCC(=O)Nc2cc(C)on2)C(C(=O)NC2CCCC2)c2ccco2)cc1 (configuration not stated)	2	0.2	1.2	-1.5	11	8	3	-1.1	0	1.7	-0.8
CCOC(=O)C1=C(C)NC(=O)NC1c1ccc(OCC(N)=O)cc1 (configuration not stated)	5	-2.2	1.1	0.3	-3	1	-6	-1.0	-1	1.8	0.5
Cc1ccc(S(=O)(=O)NC2CC3CCC2C3)cc1 (configuration not stated)	3	1.1	-0.5	-0.7	-8	3	-1	-0.3	-6	nt	0.0

Profiles, looked up by structure:
`CCc1ccc(N(C(=O)CCC(=O)Nc2cc(C)on2)C(C(=O)NC2CCCC2)c2ccco2)cc1` (configuration not stated) is entered as HGIII-sPLA2 inh: 2; FXN GAA850 act: 0.2; hgDAF-12 ag: 1.2; hcDAF-12 act: -1.5; ADAM10 inh: 11; PLCg1 inh: 8; ADAM17 inh: 3; ssDAF12 agonist: -1.1; PLC-beta3 inh: 0; DAX1 inh-1: 1.7; DAX1 inh-2: -0.8
`O=C(Cn1c(=O)n(-c2ccc(F)cc2)c(=O)c2sccc21)NC1CCCCC1` is entered as HGIII-sPLA2 inh: 4; FXN GAA850 act: 2.3; hgDAF-12 ag: 5.2; hcDAF-12 act: 4.4; ADAM10 inh: -6; PLCg1 inh: 2; ADAM17 inh: -4; ssDAF12 agonist: 0.6; PLC-beta3 inh: -8; DAX1 inh-1: 0.5; DAX1 inh-2: 0.1

Compounds from the list above containing fluorine (6):
SMILES	HGIII-sPLA2 inh	FXN GAA850 act	hgDAF-12 ag	hcDAF-12 act	ADAM10 inh	PLCg1 inh	ADAM17 inh	ssDAF12 agonist	PLC-beta3 inh	DAX1 inh-1	DAX1 inh-2
Nc1c(C(=O)NCCN2CCOCC2)c2nc3ccccc3nc2n1-c1cccc(F)c1	-10	-3.5	-0.8	0.0	i	i	i	-1.4	i	-0.1	-0.2
O=C(c1ccc(NS(=O)(=O)c2ccc(F)cc2)cc1)N1CCCCC1	-11	1.1	-1.6	-0.3	2	2	5	-1.5	-2	0.2	0.9
OCCC1CN(CC2CC2)CCN1Cc1ccc(F)c(F)c1 (configuration not stated)	-4	0.3	-0.9	0.4	11	3	-1	-0.2	-2	1.3	0.2
Fc1cccc(NC(=S)NCc2cccnc2)c1	-2	1.5	0.7	-0.9	-1	-1	3	-1.9	-1	-0.1	0.5
O=C(Cn1c(=O)n(-c2ccc(F)cc2)c(=O)c2sccc21)NC1CCCCC1	4	2.3	5.2	4.4	-6	2	-4	0.6	-8	0.5	0.1
CN(C)c1ccc(NC(=O)CN2CCN(c3ccc(F)cc3)CC2)cc1	8	0.5	-1.5	-2.4	-4	-1	-3	-0.8	-8	-0.4	0.0
